High-throughput results from PubChem.
mIDH1 inhibitor = inhibitors of human mutant IDH1 R132H; O75874; IDH1-R132H enzyme, NADPH consumption, diaphorase/resazurin fluorescence; Potency, µM (doses to about 76.6 µM), inactives show top-dose activity change, negative = inhibition, usual class: inhibitors; 390,000 tested, 0.093% active; AID 602179; note: potency is the fitted concentration of half-maximal effect; % is set by controls: 0 for no effect and ±100 for the full control effect; nearly all actives have a fitted effect of over 65% in size
Target sequence (O75874 whole entry R132H, stated change not applied): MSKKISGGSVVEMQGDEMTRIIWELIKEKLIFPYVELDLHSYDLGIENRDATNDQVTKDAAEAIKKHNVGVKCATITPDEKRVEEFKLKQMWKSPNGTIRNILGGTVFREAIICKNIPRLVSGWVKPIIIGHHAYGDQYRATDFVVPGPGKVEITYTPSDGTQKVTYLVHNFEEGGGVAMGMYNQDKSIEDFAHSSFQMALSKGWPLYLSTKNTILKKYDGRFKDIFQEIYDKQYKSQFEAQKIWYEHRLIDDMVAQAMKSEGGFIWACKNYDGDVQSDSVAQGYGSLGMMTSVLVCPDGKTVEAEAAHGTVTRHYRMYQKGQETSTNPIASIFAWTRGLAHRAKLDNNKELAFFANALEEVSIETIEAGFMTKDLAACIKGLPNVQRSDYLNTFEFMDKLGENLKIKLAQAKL
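IDH1-R132H (0.5 ug/mL dispensed) in pH 7.5 Tris buffer was preincubated 30 min with compound, then given a substrate mix of 0.016 mM NADPH and 2 mM alpha-KG for 80 min at room temperature; remaining NADPH was read by diaphorase/resazurin fluorescence.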
GRP78 ERSR act = induces the endoplasmic reticulum stress response in human glioma cells | AID 602332 | U87-MG GRP78 promoter luciferase reporter, 16 h | 420,000 tested, 0.02% active | Potency, µM, for the others: at the highest dose activation, most hits filed as activators; note: potency is the fitted concentration of half-maximal effect; series mostly up to about 76 µM; % of control where 0% means no effect; nearly all actives have a fitted effect of over 35% in size
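ERSR induction read as luciferase luminescence (Bright-Glo, 10 min at room temperature) in stably transfected human U87-MG glioma cells exposed to compounds for 16 h, using GRP78 as sensor.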
Vif-A3F inh = blocks the Vif interaction with APOBEC3F | HeLa A3F-eYFP + Vif (tagged APOBEC3F with the HIV-1 protein that degrades it), YFP fluorescence increase | 390,000 tested, 0.2% active | Potency, µM (titrated, usually from 46.1 µM), for the others: at the top dose activity, negative = active; note: potency is the fitted concentration of half-maximal effect; % of control where 0% means no effect; nearly all actives have a fitted effect of over 65% in size
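Fluorescence increase (Ex 488/Em 500-530) after overnight compound treatment at 37 deg C flags inhibition of Vif-driven A3F-eYFP loss in stable HeLa A3F-eYFP/Vif cells seeded overnight beforehand.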
TrxR1 substrate = rat thioredoxin reductase 1 substrate activity; purified TrxR1 substrate turnover, NADPH consumption readout; Potency, µM (titrated, usually from 114 µM), for inactives: at the top dose activity change, negative = substrate turnover; 390,000 tested, 0.01% active; AID 588456; note: potency is the fitted concentration of half-maximal effect; % is set by controls: 0 for no effect and ±100 for the full control effect; nearly all actives have a fitted effect of over 50% in size
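Rat TrxR1, dispensed at 90 nM, was prereduced with 400 uM NADPH (final) for 5 min at ~22 deg C, then incubated with compound 15 min before 400 uM selenite. A first-read NADPH fluorescence drop versus no-compound background flagged substrates.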
USP1 inh = blocks the human USP1/UAF1 deubiquitinase complex; O94782; recombinant USP1/UAF1, Ub-Rhodamine cleavage fluorescence; Potency, µM (titrated, usually from 57.1 µM), for the others: at the highest dose activity change, negative = inhibition, actives largely listed as inhibitors; 390,000 tested, 0.23% active; AID 743255; note: potency is the fitted concentration of half-maximal effect; % is set by controls: 0 for no effect and ±100 for the full control effect; nearly all actives have a fitted effect of over 60% in size; inactives centre near -12
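1 nM enzyme complex + cpd, 15 min RT; start with Ub-Rho 150nM final; kinetic fluorescence ex 480/em 540, 6 reads q60 s. Buffer 50mM HEPES pH 7.8, 0.5mM EDTA, 0.1 mg/ml BSA, 1mM TCEP, 0.01% Tween-20.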
RXFP1 agonist = agonists of human relaxin receptor RXFP1; HEK293T-RXFP1 cAMP TR-FRET, 30 min; response scale: percent of porcine relaxin response, buffer zero; Potency, µM (series often up to 57.5 µM), for inactives: at the highest dose activation, actives largely listed as activators; 370,000 tested, 0.3% active; AID 2676; note: potency is the fitted concentration of half-maximal effect; % is set by controls: 0 for no effect and ±100 for the full control effect; nearly all actives have a fitted effect of over 60% in size; many of its hits are not listed in these tables
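Agonist response is measured as cAMP accumulation in an RXFP1-transfected HEK293T line under PDE4 inhibition. Values are scaled between buffer-only and 29 nM porcine relaxin, and EC50s come from standard Hill equation fits.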
LDHA inh = inhibitors of human lactate dehydrogenase A; 480,000 tested, 0.15% active; P00338; purified LDHA, NADH/diaphorase-resazurin fluorescence; active compounds read low; AID 1347041; activity change, % (values are at about 110 or 230 µM); in the data active = activity change below about -30%; inconclusive = mostly about -25% to -30%;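 note: plate controls were DMSO wells for no effect and wells without enzyme for full effect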
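Human LDH5 at 2 nM final in Tris HCl pH 7.4 with 0.06 mM NADH and 0.2 mM pyruvate, reacted 5 minutes at room temperature. Remaining NADH coupled via diaphorase/resazurin; resorufin fluorescence read at 0 and 20 minutes, normalized to enzyme-free and DMSO wells.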
PI4K2A block = blocks human PI4K2A kinase activity; Q9BTU6; 420,000 tested, 0.13% active; purified PI4K2A, ADP-Glo luminescence, 1 h; active compounds read low; activity change, negative = inhibition, % at 76.9 µM; AID 1346378; in the data active = activity change below about -50%; inconclusive = mostly about -30% to -49%;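 note: -100% = wells without enzyme as full effect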
Target sequence (Q9BTU6 whole entry, looked up): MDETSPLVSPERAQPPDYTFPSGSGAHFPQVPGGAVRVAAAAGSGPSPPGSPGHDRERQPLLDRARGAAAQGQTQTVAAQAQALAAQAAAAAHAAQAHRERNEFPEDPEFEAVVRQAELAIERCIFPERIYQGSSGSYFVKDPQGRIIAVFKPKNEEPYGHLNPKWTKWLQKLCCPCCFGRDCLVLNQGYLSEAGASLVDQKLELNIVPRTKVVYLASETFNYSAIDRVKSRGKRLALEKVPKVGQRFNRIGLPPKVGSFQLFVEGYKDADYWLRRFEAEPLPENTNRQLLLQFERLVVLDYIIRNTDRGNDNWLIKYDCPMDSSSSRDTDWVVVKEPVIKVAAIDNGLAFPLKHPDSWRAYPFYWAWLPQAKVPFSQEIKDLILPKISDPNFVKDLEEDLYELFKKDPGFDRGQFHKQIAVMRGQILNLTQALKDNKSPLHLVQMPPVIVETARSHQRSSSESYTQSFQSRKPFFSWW
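PI4K2A activity was measured by ADP-Glo luminescence: enzyme (4 ug/mL stock) and phosphatidylinositol (1.2 mM stock) in Tris pH 7.5/MgCl2/EGTA/Triton X-100 buffer were reacted with ATP (300 microM stock) for one hour at ambient temperature.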
Vif-APOBEC3G blk = blocks the Vif interaction with human APOBEC3G. Q9HC16. 410,000 tested, 0.076% active. AID 602310. Potency, µM (doses to about 46.1 µM), without a hit: at the top dose activity, negative = active, most hits filed as inhibitors. HeLa A3G-eYFP + Vif (tagged APOBEC3G with the HIV-1 protein that degrades it), YFP fluorescence, overnight;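 note: potency is the fitted concentration of half-maximal effect; % is set by controls: 0 for no effect and ±100 for the full control effect; nearly all actives have a fitted effect of over 60% in size; hits raise eYFP signal because A3G escapes Vif-driven loss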
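HeLa cells stably expressing Vif and C-terminally eYFP-tagged A3G, seeded overnight at 37 deg C, then exposed to compound by pintool overnight at 37 deg C. Rise in yellow fluorescence (Ex 488/Em 500-530, Acumen) marks blocked Vif-driven A3G degradation.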
Starred values were filed as active, the others as inactive; & = joins results of further samples; [ ] = dose if it differs, or a comment. Unless noted, calls come from the whole dose curve; as a rule, active = well fitted curve in the direction sought with a large enough effect; inconclusive = small, poorly fitted or top-dose-only effect, or another doubt; inactive = no such curve, though single readings can be large; an effect the other way counts as inactive or inconclusive. An excerpt; rates above refer to the full screens.

What do the screens show for `O=C(NCc1cccnc1)c1cc(C2CCCCN2C(=O)c2ccc3ccccc3c2)on1` (configuration not stated)?
GRP78 ERSR act: -2%; LDHA inh: -9; PI4K2A block: -1; Vif-APOBEC3G blk: 2%

What do the screens show for `Cc1ccc(NC(=O)Cn2c(CCC(=O)O)ccc2-c2cccs2)cc1Cl`?
mIDH1 inhibitor: -9%&-1%; GRP78 ERSR act: -1%&-2%; Vif-A3F inh: -15%&2%; TrxR1 substrate: -5%&9%; USP1 inh: -21%&-8%; RXFP1 agonist: 3.1%&2.3%; LDHA inh: -9&-11; PI4K2A block: 9&-2; Vif-APOBEC3G blk: 0%&-2%

How did C=CCc1cccc2cc(C(=O)N(C)C)c(=O)oc12 do in these assays?
mIDH1 inhibitor: -2%; GRP78 ERSR act: -3%; Vif-A3F inh: 9%; TrxR1 substrate: 12%; USP1 inh: -11%; RXFP1 agonist: 1.5%; LDHA inh: 0; PI4K2A block: -3; Vif-APOBEC3G blk: -1%

What do the screens show for `Cc1cc(N2CCN(c3cccc(C(F)(F)F)c3)CC2)n2ncnc2n1`?
mIDH1 inhibitor: 5%; GRP78 ERSR act: -2%; Vif-A3F inh: 4%; TrxR1 substrate: 11%[57.1 µM]; USP1 inh: -15%; RXFP1 agonist: 0.4%; LDHA inh: -5; PI4K2A block: 7; Vif-APOBEC3G blk: 2%

What do the screens show for `O=C(NC(=S)Nc1ccccc1)c1ccc(Br)o1`?
mIDH1 inhibitor: -7%; GRP78 ERSR act: -1%; Vif-A3F inh: -6%; TrxR1 substrate: -1%; USP1 inh: -24%; RXFP1 agonist: 0.7%; LDHA inh: -2; PI4K2A block: -6; Vif-APOBEC3G blk: -2%

How did Cc1c(NC(=O)c2ccc(S(=O)(=O)N(C)c3ccccc3)cc2)c(=O)n(-c2ccccc2)n1C do in these assays?
mIDH1 inhibitor: 2%; GRP78 ERSR act: -3%; Vif-A3F inh: 10%; TrxR1 substrate: 6%; USP1 inh: -5%; RXFP1 agonist: 2.3%; LDHA inh: -11; PI4K2A block: -1; Vif-APOBEC3G blk: 3%

Results for COc1ccccc1N(CC(=O)N(C)Cc1ccccc1)S(=O)(=O)c1cccs1 ?
mIDH1 inhibitor: 10%; GRP78 ERSR act: -2%; Vif-A3F inh: 0%; TrxR1 substrate: -2%; USP1 inh: -20%; RXFP1 agonist: -1.0%; LDHA inh: -1; PI4K2A block: 7; Vif-APOBEC3G blk: -9%

Results for CCc1cccc(C)c1NC(=O)CN(C)C1=NS(=O)(=O)c2ccccc21 ?
mIDH1 inhibitor: -7%; GRP78 ERSR act: -4%; Vif-A3F inh: -1%; TrxR1 substrate: 1%; USP1 inh: inconclusive; RXFP1 agonist: -0.3%; LDHA inh: -8; PI4K2A block: -2; Vif-APOBEC3G blk: 0%

How did COc1ccc(S(=O)(=O)N2CCC(C(=O)NN3CCCCC3)CC2)cc1OC do in these assays?
mIDH1 inhibitor: 5%; GRP78 ERSR act: -2%; Vif-A3F inh: -3%; TrxR1 substrate: 0%; USP1 inh: -26%; RXFP1 agonist: 1.2%; LDHA inh: -2; PI4K2A block: 5; Vif-APOBEC3G blk: -8%

How did CCn1cc(C(=O)N2CCN(c3ccc(OC)cc3)CC2)c(=O)c2cc(S(=O)(=O)N3CCCCC3)ccc21 do in these assays?
mIDH1 inhibitor: -1%; GRP78 ERSR act: -2%; Vif-A3F inh: -5%; TrxR1 substrate: 0%; USP1 inh: -17%; RXFP1 agonist: 0.0%; LDHA inh: -2; PI4K2A block: -1; Vif-APOBEC3G blk: 0%

What do the screens show for `O=C(CSCCc1ccccn1)Nc1ccccn1`?
mIDH1 inhibitor: 7%; GRP78 ERSR act: -2%; Vif-A3F inh: inconclusive; TrxR1 substrate: 13%; USP1 inh: -26%; RXFP1 agonist: -0.4%; LDHA inh: -2; PI4K2A block: -5; Vif-APOBEC3G blk: -5%

Results for Cc1nonc1C(=O)N/N=C/c1cc2c(cc1Br)OCO2 ?
mIDH1 inhibitor: 17%; GRP78 ERSR act: 2%; Vif-A3F inh: -7%; TrxR1 substrate: 2%; USP1 inh: 4%; RXFP1 agonist: 0.0%; LDHA inh: -5; PI4K2A block: 4; Vif-APOBEC3G blk: -2%

Results for COc1c2c(cc3ccc(=O)oc13)CCO2 ?
mIDH1 inhibitor: -2%; GRP78 ERSR act: 0%; Vif-A3F inh: -15%; TrxR1 substrate: 28%; USP1 inh: -7%; RXFP1 agonist: 4.3%; LDHA inh: 1; PI4K2A block: 2; Vif-APOBEC3G blk: 0%

What do the screens show for `NC(=O)Cn1c(=O)oc2ccccc21`?
mIDH1 inhibitor: 1%; GRP78 ERSR act: -1%; Vif-A3F inh: -15%; TrxR1 substrate: 3%; USP1 inh: -24%; RXFP1 agonist: 0.9%; LDHA inh: -7; PI4K2A block: -2; Vif-APOBEC3G blk: 1%

What do the screens show for `CCc1ccc(NC(=O)c2cc(S(=O)(=O)N3CCCC(C)C3)cn2C)cc1` (configuration not stated)?
mIDH1 inhibitor: 10%; GRP78 ERSR act: -2%; Vif-A3F inh: -3%; TrxR1 substrate: -4%[57.1 µM]; USP1 inh: -21%; RXFP1 agonist: 2.3%; LDHA inh: 2; PI4K2A block: 3; Vif-APOBEC3G blk: -3%

How did Cc1ccccc1C(=O)NNC(=O)c1cccc(Br)c1 do in these assays?
mIDH1 inhibitor: -2%; GRP78 ERSR act: 1%; Vif-A3F inh: 4%; TrxR1 substrate: 9%; USP1 inh: -17%; RXFP1 agonist: -0.1%; LDHA inh: 2; PI4K2A block: 2; Vif-APOBEC3G blk: 6%

What do the screens show for `C/C(CC1(O)/C(=N/O)CCc2nonc21)=N\O` (configuration not stated)?
mIDH1 inhibitor: 0%; GRP78 ERSR act: -1%; Vif-A3F inh: 7%; TrxR1 substrate: 4%; USP1 inh: -18%; RXFP1 agonist: 0.5%; LDHA inh: -5; PI4K2A block: 6; Vif-APOBEC3G blk: -2%

Results for CC(C)CC1(C(=O)NCCN2CCOCC2)C=CCN1C(=O)c1ccccc1 (configuration not stated) ?
mIDH1 inhibitor: 6%; GRP78 ERSR act: 0%; Vif-A3F inh: -2%; TrxR1 substrate: 0%; USP1 inh: -3%; RXFP1 agonist: 5.7%; LDHA inh: -2; PI4K2A block: -2; Vif-APOBEC3G blk: 1%

Results for CNc1nnc(SCC(=O)N2c3ccccc3NC(=O)CC2C)s1 (configuration not stated) ?
mIDH1 inhibitor: 26%; GRP78 ERSR act: -4%; Vif-A3F inh: 2%; TrxR1 substrate: 2%; USP1 inh: -6%; RXFP1 agonist: 0.9%; LDHA inh: -10; PI4K2A block: -6; Vif-APOBEC3G blk: 1%

Results for O=C(COC(=O)CNC(=O)c1ccc(Cl)c([N+](=O)[O-])c1)NCC1CCCO1 (configuration not stated) ?
mIDH1 inhibitor: -7%; GRP78 ERSR act: 0%; Vif-A3F inh: -13%; TrxR1 substrate: -1%; USP1 inh: -23%; RXFP1 agonist: 0.4%; LDHA inh: -3; PI4K2A block: -1; Vif-APOBEC3G blk: 4%

Results for COc1ccc(CN(C)C[C@@H]2OCCCC[C@H](C)Oc3ccc(NC(=O)Nc4ccc(F)cc4)cc3C(=O)N([C@H](C)CO)C[C@H]2C)cc1 ?
mIDH1 inhibitor: -3%; GRP78 ERSR act: -6%; Vif-A3F inh: -4%; USP1 inh: -8%; LDHA inh: 1; PI4K2A block: -1; Vif-APOBEC3G blk: -5%

What do the screens show for `COc1ccc(Cn2c(=O)sc3ccccc32)cc1OC`?
mIDH1 inhibitor: -4%; GRP78 ERSR act: -2%; Vif-A3F inh: -5%; TrxR1 substrate: 6%; USP1 inh: -8%; RXFP1 agonist: 0.3%; LDHA inh: -3; PI4K2A block: 1; Vif-APOBEC3G blk: 2%

Results for COC(=O)Nc1ccc(OCc2ccccc2)cc1 ?
mIDH1 inhibitor: 6%; GRP78 ERSR act: -1%; Vif-A3F inh: 0%; TrxR1 substrate: 16%[57.1 µM]; USP1 inh: -11%; RXFP1 agonist: -1.3%; LDHA inh: -1; PI4K2A block: -22; Vif-APOBEC3G blk: -5%

Results for O=C(NCc1ccc(Cl)cc1)c1ccc(N2CCCC2=O)cc1 ?
mIDH1 inhibitor: -5%; GRP78 ERSR act: 4%; Vif-A3F inh: 2%; TrxR1 substrate: 3%; USP1 inh: -25%; RXFP1 agonist: -0.1%; LDHA inh: -12; PI4K2A block: 0; Vif-APOBEC3G blk: 3%

How did CCCCN(C)C(=O)c1ccc2c(=O)n3nc(Nc4cc(C)ccc4C)sc3nc2c1 do in these assays?
mIDH1 inhibitor: 1%; GRP78 ERSR act: -5%; Vif-A3F inh: 7%; TrxR1 substrate: -6%; USP1 inh: -19%; RXFP1 agonist: 9.7%; LDHA inh: -2; PI4K2A block: 1; Vif-APOBEC3G blk: 2%
